Assay outcomes from PubChem BioAssay.
aSyn UTR inh: MLPCN primary screen, SNCA 5' untranslated region; alpha-synuclein 5'UTR reporter, inhibitor activity; inhibition, % (tested at 7.5 µM); hit rate 0.82% among 300,000; AID 1813, 2009; in the data active = inhibition above about 60%;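 also: H4 neuroglioblastoma cells stably carrying SNCA 5'UTR luciferase fusion; 0% = DMSO wells and 100% = positive control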
HSF1 inh: HSF1 inhibitors in luciferase reporter cells, primary screen, cell-based, NIH3T3, luminescence. NIH3T3-HGL HSE-luciferase, MG132-induced, luminescence 8 h; stronger effect = lower value. activity change, negative = inhibition, % at 7.5 µM (by protocol). hit rate 0.77% among 300,000;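 active = more than half of replicate wells show activity change below -50%, luminescence cut by over half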;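 also: luciferase reports HSF-1 transcriptional activity via heat shock element; 0% = median of DMSO wells and -100% = zero luminescence signal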
HDAC3 inhib: HDAC3 deacetylase inhibitors, primary screen, biochemical, fluorescence, cell-free homogeneous; recombinant HDAC3, fluorogenic peptide/trypsin coupled; inhibition, % at 8.3 µM; hit rate 0.15% among 320,000; AID 2718, 2010; in the data active = inhibition above about 26%, passing the limit was not always enough
Target sequence (O15379 whole entry, looked up): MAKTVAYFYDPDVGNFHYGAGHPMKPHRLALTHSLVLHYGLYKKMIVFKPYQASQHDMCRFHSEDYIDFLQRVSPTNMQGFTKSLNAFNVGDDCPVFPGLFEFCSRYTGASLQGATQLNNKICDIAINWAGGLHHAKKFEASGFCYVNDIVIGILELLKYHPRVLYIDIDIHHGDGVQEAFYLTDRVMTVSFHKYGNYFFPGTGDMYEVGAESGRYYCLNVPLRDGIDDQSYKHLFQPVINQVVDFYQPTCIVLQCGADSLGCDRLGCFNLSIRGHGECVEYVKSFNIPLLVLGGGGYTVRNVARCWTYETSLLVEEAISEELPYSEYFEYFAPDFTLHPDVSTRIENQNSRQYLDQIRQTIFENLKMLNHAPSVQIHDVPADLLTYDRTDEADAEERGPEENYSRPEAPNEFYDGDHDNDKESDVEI
HIF act: HIF pathway transcriptional activators, primary screen, cell-based, U2OS HRE-luciferase, luminescence | U2OS HRE-luciferase reporter; normalized: DMSO 0%, desferrioxamine 100% | activation, % at 7.5 µM (by protocol) | AID 1910, 2009 | hit rate 0.32% among 300,000;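 active = mean activation of at least 10% of the iron chelator positive control signal, with at least half of replicates also reaching 10%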
AI-2 QS mod: Vibrio harveyi AI-2 quorum sensing modulators, primary screen, JMH597 strain, luminescence/OD600 ratio; AID 2094, 2009; hit rate 0.4% among 300,000; Vibrio harveyi JMH597 AI-2 luminescence/OD600 ratio, 9 h; stronger effect = lower value; strain lacks LuxN and CqsS sensors; 0 = neutral-control median; activity change, % at 7.5 µM; in the data active = activity change below about -75%, passing the limit was not always enough;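 also: luminescence divided by OD600 gain over 9 h not by final OD600 alone; inactives centre near 13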
IEC-6 cytotox: cytotoxicity in IEC-6 intestinal epithelial cells, primary screen, cytotoxicity control for KLF5 inhibitor project, cell-based, luminescence; IEC-6 cytotoxicity, luminescence viability; hit rate 0.78% among 290,000; inhibition, % at 5 µM; in the data active = inhibition above about 22%;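 also: 0% = plate median of test compound wells and 100% = cytotoxic reference compound wells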
HSF1 activator: HSF-1 activators, primary screen, NIH3T3-HGL cells, MG132 stress, luminescence, single point. NIH3T3-HGL HSF-1 luciferase reporter, 8 h; 100% = twice DMSO control signal. activation, % at 9 µM. hit rate 1.7% among 300,000;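 active = mean replicate activation of at least 50% with a set share of replicates each reaching 50%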;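 also: 0% = median of the neutral control wells and 100% = twice that signal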
KLF5 inhibitor: KLF5 expression inhibitors, primary screen, DLD-1 cells, luminescence; inhibition, % at 5 µM; DLD-1 KLF5 promoter-luciferase reporter; AID 1700, 2009; hit rate 0.23% among 290,000;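 active = inhibition above a per-plate limit of that plate's mean compound inhibition plus 3 SD, cut at about 60% in these data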;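 also: 0% = DMSO wells and 100% = LY294002 at 200 µM; higher means less KLF5 promoter-driven luciferase light; inactives centre near -14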
Platelet DG rel: inhibitors of platelet dense granule secretion, primary screen, cell-based, MLPCN, human platelets | human platelet-rich plasma, SFLLRN dense granule ATP release, luminescence | inhibition, %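 (compounds screened at 7.5 µM in platelet-rich plasma)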 | hit rate 0.22% among 300,000 | AID 1663, 2009;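 active = mean replicate score, as percent of positive control, at or above 50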
HSP90 refold inh: HSP90 inhibitors, primary screen, cell lysate, luminescence | Heat shock protein HSP 90 (rabbit reticulocyte lysate; luciferase refolding) | Rabbit reticulocyte lysate, luciferase refolding luminescence, 3 h | inhibition, % at 5.6 µM | hit rate 0.91% among 290,000;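 active = inhibition above the screen-wide mean plus 3 SD, computed separately per campaign, cut at about 16% in these data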;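 also: 0% = DMSO wells and 100% = 60 µM geldanamycin wells; inhibitors lower the luminescence because luciferase stays unfolded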
Active calls of the source: *; x = no result given.

SMILES	aSyn UTR inh	HSF1 inh	HDAC3 inhib	HIF act	AI-2 QS mod	IEC-6 cytotox	HSF1 activator	KLF5 inhibitor	Platelet DG rel	HSP90 refold inh
NS(=O)(=O)c1ccc(NC(=S)NC(=O)c2ccc3c(c2)OCO3)cc1	-26	-6	6	0.8	5	-10	7	-42	-2	-1
Cc1nnc(NC(=O)c2ccncc2)s1	-11	-12	-4	-0.4	11	-2	-6	-10	0	-3
CC(=O)C1=C(O)C(=O)N(c2nccs2)C1c1ccc(Br)cc1 (centres undefined)	30	9	5	0.2	12	2	-1	-137	8	2
Cc1cccc2sc(NC(=O)C3CC3)nc12	-46	9	2	1.9	6	-4	10	-32	-4	-1
O=C(CCN1C(=O)c2ccccc2C1=O)Nc1cccc(F)c1	39	-5	2	-0.2	-1	1	-4	15	6	7
COc1ccc(C(=O)NCC(=O)NCC(=O)OCC(=O)C(C)(C)C)cc1	4	-3	-1	0.4	21	10	-4	-18	-2	-1
CCOC(=O)c1ccsc1NC(=O)c1ccco1	26	0	4	-0.1	17	3	10	-14	-15	5
COCCCNC(=O)CSc1nc2cc3c(cc2c(=O)n1CCCC(=O)NCc1ccc(OC)cc1)OCO3	-7	6	-6	-0.4	13	3	17	-17	9	4
COc1ccc(C(=O)N/N=C/c2ccc(OC)c(CSc3ccccn3)c2)cc1	8	5	1	-0.1	13	-1	16	-6	0	-1
Cc1ccc(S(=O)(=O)CCC(=O)OC(C)C(=O)N2CCc3ccccc32)cc1 (centres undefined)	-11	6	1	0.5	14	x	17	x	-4	x
O=C1C2(CCCC13COC(c1ccc(O)cc1)OC3)COC(c1ccc(O)cc1)OC2 (centres undefined)	9	-3	-8	0.0	15	-2	4	0	-3	1
CC(=O)c1cccc(NC(=S)NC(=O)c2ccc(C)cc2)c1	-83	16	-1	2.2	-18	3	42	-118	-30	-2
O=C1CNC(=O)/C(=C\c2ccccc2)N1	12	-1	1	1.0	23	3	-1	-10	8	8
O=C(NC1CC2CCCC(C1)N2Cc1ccccc1)c1ccc([N+](=O)[O-])cc1 (centres undefined)	-10	-1	-5	-1.5	7	-5	7	-15	-4	-2
C/C(=N\OCC(=O)OCC(=O)NCc1ccccc1)c1ccc2c(c1)OCO2	-7	-20	x	0.1	9	x	-36	x	6	x
COc1ccc(Cl)cc1NC(=O)NCc1cccnc1	-2	-3	2	0.0	10	6	-13	-20	31	8
Cc1ccc(/C=N/NC(=O)c2ccc(NC(=O)c3ccccc3Cl)cc2)o1	22	-5	4	0.0	37	-2	14	-3	19	0
COc1ccc(N(C(=O)C(C)C)S(=O)(=O)c2ccc(Cl)cc2)cc1	-21	-10	5	0.2	2	-5	-6	-34	-10	1
CCCCCC(=O)N1CCCC1	14	-3	1	0.6	4	-3	-3	-2	4	-3
O=C(NCC1CCCO1)C1CCCN1C(=O)NC1CCCCC1 (centres undefined)	8	1	-10	0.3	5	-2	15	-22	-4	0

Part of the list above, as comma-separated lines:
canonical_smiles,aSyn UTR inh,HSF1 inh,HDAC3 inhib,HIF act,AI-2 QS mod,IEC-6 cytotox,HSF1 activator,KLF5 inhibitor,Platelet DG rel,HSP90 refold inh
NS(=O)(=O)c1ccc(NC(=S)NC(=O)c2ccc3c(c2)OCO3)cc1,-26,-6,6,0.8,5,-10,7,-42,-2,-1
Cc1nnc(NC(=O)c2ccncc2)s1,-11,-12,-4,-0.4,11,-2,-6,-10,0,-3
CC(=O)C1=C(O)C(=O)N(c2nccs2)C1c1ccc(Br)cc1 (centres undefined),30,9,5,0.2,12,2,-1,-137,8,2
Cc1cccc2sc(NC(=O)C3CC3)nc12,-46,9,2,1.9,6,-4,10,-32,-4,-1
O=C(CCN1C(=O)c2ccccc2C1=O)Nc1cccc(F)c1,39,-5,2,-0.2,-1,1,-4,15,6,7
COc1ccc(C(=O)NCC(=O)NCC(=O)OCC(=O)C(C)(C)C)cc1,4,-3,-1,0.4,21,10,-4,-18,-2,-1
CCOC(=O)c1ccsc1NC(=O)c1ccco1,26,0,4,-0.1,17,3,10,-14,-15,5
COCCCNC(=O)CSc1nc2cc3c(cc2c(=O)n1CCCC(=O)NCc1ccc(OC)cc1)OCO3,-7,6,-6,-0.4,13,3,17,-17,9,4
COc1ccc(C(=O)N/N=C/c2ccc(OC)c(CSc3ccccn3)c2)cc1,8,5,1,-0.1,13,-1,16,-6,0,-1
Cc1ccc(S(=O)(=O)CCC(=O)OC(C)C(=O)N2CCc3ccccc32)cc1 (centres undefined),-11,6,1,0.5,14,x,17,x,-4,x
O=C1C2(CCCC13COC(c1ccc(O)cc1)OC3)COC(c1ccc(O)cc1)OC2 (centres undefined),9,-3,-8,0.0,15,-2,4,0,-3,1
CC(=O)c1cccc(NC(=S)NC(=O)c2ccc(C)cc2)c1,-83,16,-1,2.2,-18,3,42,-118,-30,-2

(cont.)
SMILES	aSyn UTR inh	HSF1 inh	HDAC3 inhib	HIF act	AI-2 QS mod	IEC-6 cytotox	HSF1 activator	KLF5 inhibitor	Platelet DG rel	HSP90 refold inh
COc1ccc(C(=O)Nc2ccccc2C(=O)Nc2ccncc2)cc1	-105	14	2	2.5	-3	2	29	-79	10	3
CC(/C=N/NC(=O)CSc1nc2ccccc2n1C)=C\c1ccco1	-17	1	7	0.0	0	-4	-10	-12	4	1
COC(=O)C1=C(C(=O)OC)SC2(S1)C(C(=O)OC)=C(C(=O)OC)SC1=C2c2cc(C)cc(C)c2NC1(C)C	-8	-5	-12	-0.8	17	-6	-3	2	2	0
CC(=O)c1ccc(N2CCN(S(=O)(=O)c3cc(-c4cc(C)no4)ccc3C(C)C)CC2)cc1	18	-1	12	-0.1	5	1	14	-15	8	3
O=C(COC(=O)C1CC2C=CC1C2)NCc1ccc(F)cc1 (centres undefined)	17	-2	1	0.6	44	-9	-14	-23	19	-4
COc1ccc(/C=N/NC(=O)c2nc(-c3ccccc3)cc(-c3ccccc3)n2)cc1	0	4	-1	-0.1	16	-6	13	5	12	-1
COc1ccc(S(=O)(=O)N2CCN(C(=O)c3cnc(C)cn3)CC2)cc1	-3	-4	1	-0.3	7	3	-7	-36	-16	3
COc1ccc(NC(=O)CSc2ccccc2)c(OC)c1	-100	15	2	1.8	13	-5	9	-50	-1	-5
Cc1coc2cc3oc(=O)c(CCC(=O)NCc4ccccn4)c(C)c3cc12	-4	4	-11	0.6	11	-2	15	5	-2	-3
CC1(C)CNC(=O)C=C(c2ccccc2)C1	7	1	-4	-0.4	30	-1	1	-11	-5	-1
O=C(Nc1ccccc1N1CCOCC1)C1CCCCN1S(=O)(=O)c1ccccc1 (centres undefined)	19	-4	-9	-0.4	15	-2	10	-9	3	-1
Cc1ccc(SCC(=O)NCc2ccccc2)cc1	-14	8	5	-0.7	2	-5	2	-22	-6	0
CCCNC(=O)CSc1nnc(-c2ccco2)n1C	x	x	5	x	x	0	x	0	x	1
COc1cccc(OC)c1NC(=O)Cn1nc(C)c2ccccc2c1=O	5	-3	2	-0.7	18	1	-4	-19	-1	2
Cc1ccccc1NC(=S)NN1CCN(C)CC1	-2	-2	-5	-0.1	1	-10	4	1	-1	-1
Cc1ccc(N2CCN(c3ccc(C)cc3)C(CC(=O)O)C2=O)cc1 (centres undefined)	-56	10	1	1.1	50	5	22	-17	0	1
Cc1ccc(N2CC(C(=O)Nc3ccc(S(=O)(=O)N4CCCC4)cc3)CC2=O)cc1C (centres undefined)	24	2	4	-0.3	11	-12	16	-10	-8	7
COc1cccc(-n2c(SCC(=O)OC(C)C)nnc2-c2cccnc2)c1	16	-2	12	0.1	32	0	0	16	11	-3
COc1ccc(CCNC(=O)CN2CCCc3ccccc32)cc1OC	-2	-2	-2	0.0	19	-4	6	-53	4	-3
CNS(=O)(=O)/C=C/c1ccccc1	6	-3	9	0.3	6	-5	-9	-9	3	2
Fc1ccc(CSc2nc3ccccc3[nH]2)c2ccccc12	-43	-3	16	0.2	-40	-5	20	-41	-4	0
Cc1sc(NC(=O)C2=COCCO2)c(C(N)=O)c1C	-62	3	x	2.2	25	x	5	x	11	x
O=C(Nc1ccc(N2CCN(C(=O)c3ccco3)CC2)cc1)c1ccccc1F	-5	2	6	0.8	18	5	1	-28	0	3
CCOc1cc2c(C#N)c(N3CCCC3)nc(N)c2c(N)n1	-12	-36	-4	-1.2	1	x	-50	x	4	x
CSc1ccccc1C(=O)C1CCCN(S(=O)(=O)c2c(C)noc2C)C1 (centres undefined)	-16	0	2	-0.2	21	1	-2	-8	-2	2
O=c1ncn(-c2cccc(Cl)c2)c2ccccc12	-1	-6	4	-0.4	36	x	-9	x	6	x
O=C(Cc1ccc(Cl)cc1)NNC1CC(=O)N(c2ccc3ccccc3c2)C1=O (centres undefined)	2	1	-5	0.3	23	2	-18	-30	-4	5
Cn1c(-c2ccccc2)n[nH]c1=S	3	-14	-3	0.5	24	-8	1	0	13	7
CCCCNC(=O)CSc1nnc(-c2ccco2)n1C	7	-9	10	-1.3	13	5	-11	-5	-1	4
Cc1ccc(C2CC(=O)Nc3cc4c(cc32)OCCO4)s1 (centres undefined)	6	2	1	0.2	27	2	14	-11	2	-4
COc1ccc(/C=C2\N=C(SC)N(c3ccccc3OC)C2=O)cc1	-66	-7	x	-0.2	9	3	0	40	13	2
COc1ccc(S(=O)(=O)N2CCN(C(=O)c3cc(-c4ccccc4OC)n[nH]3)CC2)cc1	-5	-7	-3	-0.1	27	-9	-3	-25	1	-2
O=C(O)CC/C(=N/NC(=O)c1ccc(-c2ccccc2)cc1)c1ccccc1	24	-10	1	0.2	11	9	-14	-7	0	4
Cc1ccc(C)c(-c2csc(N/N=C/c3ccco3)n2)c1	9	4	7	0.5	14	-5	8	-21	-1	3
COC(=O)c1ccccc1NC(=O)c1nc(S(=O)(=O)Cc2ccccc2)ncc1Cl	34	27	-8	-0.1	16	9	28	40	9	-2
O=C(c1cccnc1)N1CCN(C/C=C/c2ccccc2)CC1	15	-4	2	0.5	15	3	9	-18	12	0
Cc1ccc(C(C)C)c(OCC(=O)Nc2ccccc2N2CCN(C)CC2)c1	18	18	6	-0.8	36	-4	48	6	0	1
O=C(Nc1cccc(Cl)c1)Nc1nc(-c2ccc(Cl)cc2)cs1	-23	-1	-2	0.4	17	3	2	-28	0	3
Cc1cccnc1NC(N)=S	20	4	6	-0.4	x	-2	4	-14	-1	-1
